Screens: PubChem, several laboratories
RSV CPE inhibition: RSV antiviral activity via CPE protection, HEp-2 cells, primary 10 µM value included (AID 2391) | HEp-2 cells, RSV-induced CPE inhibition; higher % means a stronger effect | 310,000 compounds, 0.13% hits | one-dose CPE inhibition, % at 10 µM; IC50 in µM for titrated hits; in the data active means a potency from the dose series; further: strong numbers were not always called active
West Nile virus CPE: West Nile virus antiviral activity, cell-based, CPE readout (AID 1621). CPE inhibition, % at 10 µM, or IC50 in µM where a hit was titrated. 290,000 compounds, 0.02% hits. West Nile virus-infected cells, CPE inhibition; higher % means a stronger effect; in the data active means a potency from the dose series; further: strong numbers were not always called active
Dengue-2 NS5 capping: Dengue-2 NS5 methyltransferase inhibitors, primary screen, biochemical, confirmation dose response (AID 588689); Genome polyprotein (Dengue virus type 2 (strain 16681-PDK53)); Dengue-2 NS5 methyltransferase capping enzyme assay, biochemical; higher % means a stronger effect; one-dose inhibition, % at 25 µM; IC50 in µM for titrated hits; 340,000 compounds, 0.3% hits; in the data active means a potency from the dose series
UTI89 phage lysis: inhibition of K1F phage lysis, E. coli UTI89, bacterial capsule biogenesis inhibitors, alamar blue (AID 488966). E. coli UTI89 K1F phage lysis, alamar blue, 2 h; higher % means a stronger effect. one-dose inhibition, % at 100 µM; IC50 in µM for titrated hits. 340,000 compounds, 0.02% hits;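 active means phage lysis inhibition, versus mean bacterial control, above a set limit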;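 further: capsule biogenesis inhibitors block K1F phage lysis so surviving cells raise fluorescence; higher fluorescence means more inhibition of phage lysis; actives were called in the ten point dose series up to 300 µM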
NTR1 agonist: agonists of NTR1, primary screen, imaging, U2OS cells, beta-arrestin-GFP, high content (AID 493036). Neurotensin receptor type 1 (Homo sapiens), P30989. NTR1-U2OS beta-arrestin-GFP spot imaging, agonist mode. activation, % at 20 µM. 330,000 compounds, 0.17% hits;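 active means activation at or above 40% of the spot to cytoplasm intensity ratio, with at least 20 cells analyzed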;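 further: 0% = DMSO without peptide and 100% = 100 nM NTR1 peptide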
Target sequence (P30989 whole entry, looked up): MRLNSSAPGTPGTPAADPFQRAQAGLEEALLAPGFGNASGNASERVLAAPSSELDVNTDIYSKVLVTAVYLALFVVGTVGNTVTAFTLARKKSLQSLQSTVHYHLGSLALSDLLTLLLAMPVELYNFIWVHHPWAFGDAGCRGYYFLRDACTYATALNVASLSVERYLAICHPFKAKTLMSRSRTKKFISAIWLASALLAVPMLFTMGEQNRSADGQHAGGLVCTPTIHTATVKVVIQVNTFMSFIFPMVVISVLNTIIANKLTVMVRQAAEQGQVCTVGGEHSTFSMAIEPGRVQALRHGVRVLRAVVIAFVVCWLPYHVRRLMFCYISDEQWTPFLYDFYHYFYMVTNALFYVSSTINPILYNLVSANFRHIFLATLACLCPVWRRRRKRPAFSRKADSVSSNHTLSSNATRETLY
Salmonella PhoP GFP: inhibitors of PhoP regulon expression, primary screen, Salmonella Typhimurium, GFP reporter (AID 1863); S. Typhimurium PhoP-regulated promoter GFP reporter, 4 h; higher % means a stronger effect; 300,000 compounds, 0.16% hits; one-dose inhibition, % at 50 µM; IC50 in µM for titrated hits;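 active means inhibition over 29.93%, a cutoff 3 SD above the screen mean, later confirmed by dose response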;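 further: 0% = low Mg2+ inducing control and 100% = high Mg2+ repressing control; strong numbers were not always called active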
MgcRacGAP inhibition: MgcRacGAP GTPase-activating activity inhibitors, confirmation, biochemical, ADP Hunter fluorescence. Rac GTPase-activating protein 1 (Homo sapiens). MgcRacGAP-stimulated Rac1 GTP hydrolysis, ADP Hunter fluorescence; higher % means a stronger effect; GST-tagged Rac1 F28L mutant substrate. one-dose inhibition, % at 30 µM; IC50 in µM for titrated hits. 340,000 compounds, 0.6% hits. AID 624330, 2012;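 active means first-screen hits whose inhibition reached a set limit at any dose in the follow-up dose series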;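 further: fluorescence reports GDP produced by GAP-driven GTP hydrolysis; strong numbers were not always called active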
T cell modulator: modulators of CD8 T cell-vesicle binding, primary screen, mouse 2C CD8+ T cells, flow cytometry. 2C CD8+ T cell-vesicle binding; active compounds read low. calls only at 7 µM. 330,000 compounds, 0.068% hits. AID 2052, 2009;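 active means response, share of CD8 T cells binding vesicles, and their 90th percentile fluorescence all below set limits, cut at about 80% in these data, passing the limit was not always enough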
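Benchmarks: naked versus QL9-loaded vesicles / Assay system: purified 2C TCR transgenic mouse naive CD8+ T cells / Technique: high-throughput flow cytometry with anti-B7-1 and anti-CD8 staining / Timing: Cell–vesicle co-incubation 1.5 h at 37 °C, staining 20 min on ice / Read-out: percent CD8+ FL2 mean versus row control / Probe or stimulus: QL9-loaded Drosophila micro-vesicles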
SV40 large T antigen: SV40 large T antigen inhibitors, biochemical (AID 1903). SV40 large T antigen ATPase/helicase inhibition assay; higher % means a stronger effect. inhibition, % at 20 µM, or IC50 in µM where a hit was titrated. 310,000 compounds, 0.39% hits; in the data active means a potency from the dose series; further: strong numbers were not always called active
T cell modulator vesicle-bound %: second read-out of T cell modulator, no call of its own (marks repeat the call); double positive events, %; measured here: CD8+ vesicle-bound cell fraction;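 binding gate set so that unloaded-vesicle control wells show 10% double positive cells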
NTR1 agonist cell count 20 µM: second read-out of NTR1 agonist, no call of its own (marks repeat the call); cell count; measured here: cell count, cytotoxicity flag
Dengue-2 NS5 capping pilot replicate: also measured in Dengue-2 NS5 capping; calls as there; inhibition, %; measured here: pilot screen replicate inhibition
Active calls of the source: *; i = inactive; . = no result given; [ ] = remark or other dose.

SMILES	RSV CPE inhibition	West Nile virus CPE	Dengue-2 NS5 capping	UTI89 phage lysis	NTR1 agonist	NTR1 agonist cell count 20 µM	Salmonella PhoP GFP	MgcRacGAP inhibition	T cell modulator	T cell modulator vesicle-bound %	SV40 large T antigen	others
COc1ccc(NC(=O)c2cccc(Oc3ccccc3)c2)cn1	0.4%	-0.5%	2%	-0.1%	-1.5	44	-4%	5%	i	27	9%
COCCNC(=O)C(c1ccc(C)o1)N(C(=O)c1snc(C(N)=O)c1N)c1ccc(C)c(C)c1 (centres undefined)	2.1%	-0.4%	-3%	-1.1%	0.4	39	5%	10%	i	68	21%
O=C(N/N=C/c1ccncc1)c1cccc(S(=O)(=O)Nc2ccc(Cl)cc2)c1	-0.3%	-0.3%	3%	0.3%	-0.8	61	.	7%	i	23	10%
O=C(NNC(=O)C1COc2ccccc2O1)c1cccc([N+](=O)[O-])c1 (centres undefined)	1.0%	0.2%	0%	-0.6%	-0.4	37	-4%	4%	i	45	17%
CCCN1C(=O)/C(=C/c2ccco2)SC1=Nc1ccc(OC)cc1	1.4%	-0.1%	7%	1.5%	4.9	55	-1%	14%	i	52	2%
CC1C/C(=N\NC(=S)NC(C)C)CC(C)(C)C1 (centres undefined)	-0.3%	0.1%	1%	6.2%	-1.6	64	-4%	3%	i	29	8%
O=C(Nc1ccc(-c2csc(Nc3ccc(Cl)cc3)n2)cc1)c1cccc(C(F)(F)F)c1	14%	-0.7%	.	.	7.7	86	-4%	.	i	20	1%
COc1cc(C(=S)N2CCOCC2)cc(OC)c1OC(=O)c1cccc(C)c1	2.3%	-1.3%	-5%	0.3%	0.4	78	8%	9%	i	50	4%	Dengue-2 NS5 capping pilot replicate=-3.3
O=C(CSc1ncccn1)NCc1ccc(Cl)cc1	1.1%	-0.2%	0%	-0.2%	1.6	82	8%	1%	i	46	10%
COC(=O)N/N=C\c1c(C)nn(-c2ccccc2)c1Cl	3.5%	0.1%	4%	1.4%[50 µM]	0.2	56	-12%	5%	i	38	8%
COC(=O)c1cc2occc2n1Cc1ccc(Cl)cc1	0.5%	0.3%	-7%	1.1%	1.4	78	1%	1%	i	7	5%
CCOC(=O)c1ccc(NS(=O)(=O)c2c(N)n(C)c(=O)n(C)c2=O)cc1	-1.5%	-0.7%	-4%	0.4%	-3.1	84	2%	4%	i	30	3%
O=C(C1CCN(S(=O)(=O)c2cccc([N+](=O)[O-])c2)CC1)N1CCOCC1	-0.1%	-0.3%	5%	0.5%	0.1	45	4%	0%	i	68	2%
CCn1c(C)c(C)c2cc(C(=O)N3CCN(c4ccccc4)CC3)ccc21	7.2%	-0.4%	1%	-0.2%	3.2	72	5%	-2%	i	11	3%
O=C1CC(c2ccc(F)cc2)Cc2nc(N3CCN(c4ccccc4)CC3)ncc21 (centres undefined)	2.5%	-0.1%	-1%	0.4%	4.8	68	1%	11%	i	27	24%
Cc1nc(C)n(C)c(=O)c1-c1ccccc1	3.6%	-0.2%	0%	1.4%	0.2	92	-8%	-3%	i	56	3%
CCOc1ccc(NC(=O)c2ccc(NC(=O)COC(=O)Cc3ccc(OC)cc3)cc2)cc1	3.8%	-0.8%	-6%	-1.1%	-1.5	23	2%	3%	i	51	2%
COCC(C)NC(=O)c1cc(-c2ccc(O)cc2)on1 (centres undefined)	0.9%	0.2%	-4%	1.5%	2.3	54	4%	16%	i	32	34%

For reference, part of the list above:
SMILES	RSV CPE inhibition	West Nile virus CPE	Dengue-2 NS5 capping	UTI89 phage lysis	NTR1 agonist	NTR1 agonist cell count 20 µM	Salmonella PhoP GFP	MgcRacGAP inhibition	T cell modulator	T cell modulator vesicle-bound %	SV40 large T antigen	others
COC(=O)c1cc2occc2n1Cc1ccc(Cl)cc1	0.5%	0.3%	-7%	1.1%	1.4	78	1%	1%	i	7	5%
CCOC(=O)c1ccc(NS(=O)(=O)c2c(N)n(C)c(=O)n(C)c2=O)cc1	-1.5%	-0.7%	-4%	0.4%	-3.1	84	2%	4%	i	30	3%
O=C(C1CCN(S(=O)(=O)c2cccc([N+](=O)[O-])c2)CC1)N1CCOCC1	-0.1%	-0.3%	5%	0.5%	0.1	45	4%	0%	i	68	2%
CCn1c(C)c(C)c2cc(C(=O)N3CCN(c4ccccc4)CC3)ccc21	7.2%	-0.4%	1%	-0.2%	3.2	72	5%	-2%	i	11	3%
O=C1CC(c2ccc(F)cc2)Cc2nc(N3CCN(c4ccccc4)CC3)ncc21 (centres undefined)	2.5%	-0.1%	-1%	0.4%	4.8	68	1%	11%	i	27	24%
Cc1nc(C)n(C)c(=O)c1-c1ccccc1	3.6%	-0.2%	0%	1.4%	0.2	92	-8%	-3%	i	56	3%
CCOc1ccc(NC(=O)c2ccc(NC(=O)COC(=O)Cc3ccc(OC)cc3)cc2)cc1	3.8%	-0.8%	-6%	-1.1%	-1.5	23	2%	3%	i	51	2%
